Screening results: PubChem BioAssay, Sanford-Burnham Center for Chemical Genomics
TAG inh: inhibitors of triacylglycerol accumulation, primary screen, cell-based, uHTS, fluorescence, H9c2; H9c2 cells, Nile Red lipid (TAG) fluorescence; cells loaded with 200 µM oleic acid; inhibition, % at 12.5 µM; actives 0.66% (n = 230,000); AID 651582, 2012;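 active means pattern-corrected inhibition of lipid staining of at least 50% with the nuclear-stain viability signal not falling by more than 50%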;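 further: 0% = DMSO wells and 100% = triacsin C control wells; some results filed as inactive read as strong as hits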
TAG inh DAPI viability: second read-out of TAG inh, no call of its own (marks repeat the call); DAPI nuclei signal change (viability), lower = more cytotoxic, %;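 whole-well DAPI fluorescence read on a plate reader as a viability signal; minus 50 percent equals half of cells still viable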
* hit, by the source's call. An excerpt, so the mix of outcomes need not match the whole.

SMILES | TAG inh | TAG inh DAPI viability
Cc1ccc(NC(=S)N(CCN(C)C)C(C)c2cccnc2)c(C)c1 (stereo not given) | 1 | -6
CC(C)N(C(=O)[C@H]1C[C@H](CC(=O)NCc2ccco2)C(=O)N2CCc3c([nH]c4ccc(Cl)cc34)[C@]12C)C(C)C | 33 | -3
CC(=O)NC(Cc1ccc(F)cc1)C(=O)NC1CCN(c2nnnn2-c2ccccc2)CC1 (stereo not given) | -16 | 5
COc1cc(OC)c(C2=NOC(C(=O)N3CCN(C(=O)c4ccco4)CC3)C2)cc1Cl (stereo not given) | -18 | 9
Cc1ccc(N(C(=O)Cc2c[nH]c3ccccc23)C(C(=O)NC2CCCCC2)c2ccco2)cc1 (stereo not given) | -11 | -9
CCOc1ccc(C2C(C(=O)O)c3ccccc3C(=O)N2CCN2CCOCC2)cc1 (stereo not given) | -1 | 3
O=C(OCc1cc([N+](=O)[O-])cc2c1OCOC2)c1cccnc1SC(F)F | 2 | 5
COc1ccccc1C(=O)NC(=O)COC(=O)c1ccc(C)o1 | -3 | 0
CCCC(NCC(O)COc1ccc(-c2ccccc2)cc1)c1ccccc1 (stereo not given) | 4 | 35
COC(=O)C1=C(C(=O)OC)C2(OC1c1ccc(Br)cc1)C(=O)c1ccccc1C2=O (stereo not given) | -12 | 5
CCCCCCC[C@@H](C/C=C/CCC(=O)N(C)C/C(=C/Cl)C/C(=C\C(=O)N1CC(OC)=CC1=O)OC)OC | 9 | -11
O=C(CN1C(=O)NC2(CCCC2)C1=O)Nc1cc(Cl)ccc1N1CCCCC1 | 5 | -3
CN(CC(=O)Nc1ccc(Cl)c(C(F)(F)F)c1)C(=O)c1ccc2c(c1)NC(=O)CS2 | 0 | 7
Cc1ccc2nc(Nc3nc(-c4ccccc4)cc(=O)[nH]3)nc(C)c2c1 | 16 | 12
O=C1C=C(c2cc3ccccc3s2)C[C@@H](c2ccc3c(c2)OCO3)C1 | -11 | 6
CC(C)N1CCN(Cc2nc3ccccc3s2)CC1CCO (stereo not given) | -1 | -9
COc1cc(C2Nc3ccccc3C(=O)N2NS(C)(=O)=O)ccc1O (stereo not given) | -6 | 4
O=C(O)CC(NCc1ccco1)C(=O)Nc1cccc(O)c1 (stereo not given) | 5 | 5
COc1ccc(C2(c3ccc(OC)cc3)NC(=O)N(CC(=O)Nc3cc(C)ccc3OC)C2=O)cc1 | 28 | -4
O=C(COC(=O)c1nc(Cl)ccc1Cl)NC1CCCCC1 | -8 | -3
Cc1nc(N2CCOCC2)[nH]c(=O)c1C | -3 | 6
Cc1ccc2nc(NC(=O)CN3C(=O)NC4(CCCC4)C3=O)sc2c1 | -5 | 9
O=C(N/N=C\c1cccnc1)C1c2ccccc2Oc2ccccc21 | 2 | -2
CCOC(=O)c1c(C)oc2c1cc(O)c1ccccc12 | 10 | 4
Cc1ccc(CN2CCN(Cc3cccc(C)n3)CC2CCO)cc1 (stereo not given) | -5 | 1
COc1ccc(Cc2n[nH]c(=O)c3ccccc23)cc1OC | 13 | -4
O=C(Nc1cc(S(=O)(=O)N2CCCCC2)ccc1O)c1ccccc1NS(=O)(=O)c1ccc(F)cc1 | 0 | 5
O=C(COC(=O)c1ccco1)Nc1ccc(Cl)cn1 | 7 | -4
CCN(CC)C(=O)CSc1nc2cc3c(cc2c(=O)n1CCCC(=O)NCc1ccc(OC)cc1)OCO3 | 2 | -1
CCCc1cc(=O)[nH]c(SCc2ccccc2)n1 | 1 | -1
Cn1c(=O)c2cc(NC(=O)NCc3ccccc3)ccc2n1C/C=C/c1ccccc1 | -25 | 23
CCN(C(=O)C1CCCCC1)c1nnc(-c2cccnc2)s1 | 11 | -12
CCC(CO)NCC#Cc1ccccc1 (stereo not given) | 9 | 8
O=Cc1ccc(OC(=O)c2cc(Cl)nc3ccccc23)cc1 | -5 | 4
COc1ccccc1N1CCN(c2cnccn2)CC1 | 5 | 4
CSc1ccc(/C=C/C(=O)OCC(=O)NC2CCCCCC2)cc1 | 2 | 2
CCOc1cc(C(=O)NC2=NCCS2)cc(OCC)c1OCC | 2 | 2
Cc1ccc(C(=O)CSc2nnc(-c3ccncc3)n2C)cc1 | -18 | -4
Cc1cnc(C(=O)OCC(=O)NC2CCCCC2)cn1 | 11 | -6
CCCCOCP(=O)(CC)COCCCC | -6 | 0
C=CCN(c1ccccc1)S(=O)(=O)c1cccc(C(=O)NCC2CCCO2)c1 (stereo not given) | 3 | 35
CC(=O)Nc1ccc(C(=O)N2CCCC(c3cc(C(=O)Nc4ccccc4)no3)C2)cc1 (stereo not given) | 6 | -2
C=CCOC(=O)C1C(=O)CC(C)(O)C(C(=O)OCC=C)C1c1ccc(OCC)cc1 (stereo not given) | -1 | -1
Cc1oc2c(c1C(=O)NCc1cc(C(=O)O)co1)CCCC2 | 15 | 0
Cc1ccc([N+](=O)[O-])cc1S(=O)(=O)NCCc1cn2ccccc2n1 | 0 | 2
CN(C)c1ccc(C=c2c3ccccc3n3c2c2c([n+]3C)CCCC2)cc1 | -4 | -10
COc1ccc(CCNC(=O)C(=O)NCC2OCCCN2S(=O)(=O)c2cc(C)ccc2C)cc1 (stereo not given) | -11 | -9
Cc1c(C)c2c(c(C)c1O)CCC(C)(C(=O)O)O2 (stereo not given) | 0 | 4

An excerpt from above in order of number of heavy atoms, low to high.
SMILES | TAG inh | TAG inh DAPI viability
CCCCOCP(=O)(CC)COCCCC | -6 | 0
C=CCN(c1ccccc1)S(=O)(=O)c1cccc(C(=O)NCC2CCCO2)c1 (stereo not given) | 3 | 35
CC(=O)Nc1ccc(C(=O)N2CCCC(c3cc(C(=O)Nc4ccccc4)no3)C2)cc1 (stereo not given) | 6 | -2

Next section.
SMILES | TAG inh | TAG inh DAPI viability
Cc1ccc(-c2cc(=O)c3ccc(Cl)cc3[nH]2)cc1 | -2 | -3
COCCN1CC(C(=O)NCc2ncccc2C)CCC1=O (stereo not given) | 4 | -1
Cc1ccc(CNC(=O)C2CCC(=O)N(CC3CCCCC3)C2)o1 (stereo not given) | -17 | 1
CCCC(CCC)C(=O)Nc1ccc2c(c1)N(C(=O)CCN1CCN(C)CC1)c1ccccc1CC2 | 12 | 14
CCSc1nnc(NC(=O)[C@@H](NC(=O)c2ccccc2F)C(C)C)s1 | -6 | 3
CCOc1ccc(CCNC(=O)CSc2nnnn2C)cc1OCC | -8 | 10
CC1CCCC(NC(=O)COC(=O)c2cc(=O)[nH]c3ccccc23)C1C (stereo not given) | -18 | 8
Cc1ccc(S(=O)(=O)n2c([N+](=O)[O-])cnc2C)cc1C | -3 | -9
C=CCNC(=S)Nc1ccc(C)c(S(=O)(=O)N2CCCCC2)c1 | -7 | -6
CN(C)CCCNC(=O)CCc1ncc(C(F)(F)F)cc1Cl | -14 | 4
O=C(Nc1nnc(C2CC2)s1)c1cc(S(=O)(=O)N2CCCCC2)ccc1N1CCOCC1 | 5 | -3
O=C(O)COc1ccc(Br)cc1/C=N\Nc1ccccn1 | 0 | -1
CC(=O)c1ccc(NS(=O)(=O)c2ccc(N)cc2)cc1 | -16 | -2
COc1ccc(N(CC(=O)Nc2ccccc2C(=O)O)S(=O)(=O)c2ccc(C)c([N+](=O)[O-])c2)cc1 | 1 | 9
C=CCNc1sc(C(=O)c2ccc(Br)s2)c(N)c1C#N | -4 | -5
O=C(CCC(=O)N1CCOc2ccccc21)NCc1cccnc1 | -2 | -2
C=CCn1c(=O)/c(=C/c2ccc(Cl)cc2)s/c1=C(\C#N)c1nnc2n1CCCCC2 | -20 | 4
COc1ccc(C2C(C(=O)NCCN3CCOCC3)c3ccccc3C(=O)N2C)cc1OC (stereo not given) | -6 | -1
O=C(c1cc2ccccc2cc1O)N1CCN(c2ccccc2O)CC1 | 0 | 11
CN(Cc1ccccc1)C(=O)c1ccc(NC(=O)Cc2ccc(NC(=O)C3CCCN(C(=O)C4CC4)C3)cc2)cc1 (stereo not given) | -4 | 6
COc1ccc(CCNC(=O)c2ccccc2)cc1 | -5 | -2
CCc1nc2ccc(C(=O)Nc3ccc(OC)c(OC)c3)cn2c1N(CCC(C)C)CCN(C)C | 18 | -3
COCCCNc1nc2ccccc2nc1NS(=O)(=O)c1ccc(C)cc1 | 1 | 0
CCCc1cc(C(=O)Nc2sc3c(c2C#N)CCC3)no1 | 5 | 5

Entries above that contain an NH in an aromatic ring, in the order listed:
SMILES | TAG inh | TAG inh DAPI viability
CC(C)N(C(=O)[C@H]1C[C@H](CC(=O)NCc2ccco2)C(=O)N2CCc3c([nH]c4ccc(Cl)cc34)[C@]12C)C(C)C | 33 | -3
Cc1ccc(N(C(=O)Cc2c[nH]c3ccccc23)C(C(=O)NC2CCCCC2)c2ccco2)cc1 (stereo not given) | -11 | -9
Cc1ccc2nc(Nc3nc(-c4ccccc4)cc(=O)[nH]3)nc(C)c2c1 | 16 | 12
Cc1nc(N2CCOCC2)[nH]c(=O)c1C | -3 | 6
COc1ccc(Cc2n[nH]c(=O)c3ccccc23)cc1OC | 13 | -4
CCCc1cc(=O)[nH]c(SCc2ccccc2)n1 | 1 | -1
Cc1ccc(-c2cc(=O)c3ccc(Cl)cc3[nH]2)cc1 | -2 | -3
CC1CCCC(NC(=O)COC(=O)c2cc(=O)[nH]c3ccccc23)C1C (stereo not given) | -18 | 8

Additional structures.
SMILES | TAG inh | TAG inh DAPI viability
CC(=O)C1=C(O)CC(C)(C)CC1=NCc1nc2ccccc2[nH]1 | -6 | -2
O=C(CNC(=O)c1ccc(OC(F)F)cc1)NCc1ccccn1 | 0 | 1
COc1ccc(NC(=O)C(=O)NCc2ccncc2)c(OC)c1 | -15 | 5
O=C(Cc1ccc(NC(=O)C2CCN(C(=O)C3CCCCC3)CC2)cc1)Nc1ccc(C(=O)N2CCOCC2)cc1 | -4 | -1
O=C(CSc1nnc(-c2ccccc2)o1)NC1CCCC1 | -8 | 3
Cc1ccccc1C(=O)Nc1ccnn1C1CCN(C(=O)c2ccoc2)CC1 | -2 | 1
O=C(c1cc(=O)c2ccccc2o1)N1CCCc2ccccc21 | 14 | -2
COc1ccc(CCNC(=O)c2cnc3scc(C)n3c2=O)cc1OC | 7 | 2
NC(=O)c1ccsc1NC(=O)C1CC1 | -9 | 5
Cc1c(NC(=O)c2cc(-c3ccc(Cl)s3)nc3ccccc23)c(=O)n(-c2ccccc2)n1C | 5 | 8
CC(=O)c1coc2ccc(OCC(=O)O)cc12 | 14 | -7
c1cc(-c2ccc3[nH]ccc3c2)n2ccnc2c1 | -2 | 19
O=C(c1ccc(C#CC2(O)CCCCC2)cc1)N1CCN(C(c2ccccc2)c2ccccc2)CC1 | 14 | -3
C=C1CC2C(=O)N(Cc3ccccc3)C(C(=O)OCC)(C(=O)OCC)C1N2C(=O)OC(C)(C)C (stereo not given) | -12 | 6
CCCc1nnc(-c2ccc(OC)cc2)o1 | 4 | -2
CCOC(=O)CCn1c2nc(C)cc(C)c2c(=O)n1-c1ccccc1 | -10 | -9
OCCc1c[nH]c2cc(F)ccc12 | 5 | 3
CCOc1ccc(NC(=O)CCC(=O)NNC(=O)c2ccco2)cc1 | 1 | 2
C[C@H](NC(=O)c1nc[nH]c1C(=O)N[C@H](C)c1ccccc1)C(=O)OCc1ccccc1 | 0 | 2
O=C(Nc1ccccc1)N1CCN(CCc2ccccc2)CC1 | -2 | 0
COc1ccccc1C(=O)NCCC(=O)NCC1CCCCC1 | -14 | 4
COC(=O)c1ccccc1Sc1c(/C=N/OCc2ccc(Cl)cc2)c(C(F)(F)F)nn1C | -22 | 3
Cc1cc(C(=O)Nc2cccc3ccccc23)oc1C | 5 | 1
CCOc1ccccc1NC(=O)COC(=O)C1CCC(=O)N1 (stereo not given) | -1 | -8
Cc1ccc(NC(=O)CCC(=O)c2ccc(Cl)s2)nc1 | 4 | -9
CCN(CC)C(=O)c1[nH]cnc1C(=O)NCC(=O)OC(C)(C)C | 0 | -1
Cc1c(C(=O)NC(=S)NCc2cccnc2)cccc1[N+](=O)[O-] | 4 | -7
Cc1cc(C)n2nc(SCC(=O)N(CCC#N)c3ccc(F)cc3)nc2n1 | -1 | -12
Cc1ccc(S(=O)(=O)CCC(=O)OC(C)c2nnc(-c3cccs3)o2)cc1 (stereo not given) | 6 | -5
CCc1nnc(NC(=O)c2cc3ccccc3oc2=O)s1 | 7 | -1
OCCc1c[nH]c2ccc(C(F)(F)F)cc12 | -8 | 2
COc1ccccc1NC(=O)CCCn1c(=S)[nH]c2ccccc2c1=O | 22 | -5
CCCCN(C(=O)CSc1cc(C)c2ccc(OC)cc2n1)c1c(N)n(Cc2ccccc2)c(=O)[nH]c1=O | -16 | -5
COc1ccc(C(=O)C2CCCN(Cc3cccn3-c3nccs3)C2)cc1OC (stereo not given) | -17 | 7
COc1ccc(/C=C2/SC(=S)N(n3c(C)ccc3C)C2=O)cc1 | -24 | 7
Cc1ccc(C)c(NC(=O)CSc2nccn2Cc2ccco2)c1 | 9 | -2
CC(=O)Nc1cccc(-c2ccnc3c2CC(C(=O)Nc2cccc(N(C)C)c2)O3)c1 (stereo not given) | 10 | -6
O=C(NNC(=O)c1cccnc1)Nc1cccc2ccccc12 | 2 | -5
Cc1ccc2[nH]c(O)c(N=Nc3ccccc3[N+](=O)[O-])c2c1 | 14 | -8
COc1ccc(C(=O)Nc2ccccc2C(=O)Nc2ccccc2C(=O)O)cc1 | 4 | -7
NC(=O)c1cc(Cl)ccc1OCC(=O)NC1CC1 | -10 | 4
CC(=O)NC12CC3CC(C1)CC(C(=O)N(C)CC(=O)Nc1ccccc1Cl)(C3)C2 | -4 | 1
Brc1ccc(-c2nc(N/N=C/c3cccnc3)c3ccccc3n2)cc1 | 13 | -5
CC(=O)Nc1ccc(NS(=O)(=O)c2ccc3c(c2)n(C)c(=O)n3C)cc1 | -2 | -4
CS(=O)(=O)c1ccc(C(=O)OCC(=O)NNC(=O)COc2ccc(Cl)cc2)cc1 | -6 | 1
Cc1cccc2[nH]c3c(N4CC=C(c5ccc(F)cc5)CC4)ncnc3c12 | -19 | 10
CCc1ccc(NC(=O)N(CCN2CCOCC2)C2CCN(C(C)=O)CC2)cc1 | -5 | -11
C[C@H](NC(=O)c1ccc(C(C)(C)C)cc1)C(=O)N1CCN(C/C=C/c2ccccc2)CC1 | 45 | -7
